Compound activity deposited in PubChem BioAssay by National Center for Advancing Translational Sciences (NCATS).
PKM2 act: qHTS Assay for Activators of Human Muscle isoform 2 Pyruvate Kinase. Potency, µM (highest dose often 57.5 µM), without a hit: at the highest dose activation, usual class: activators. Pyruvate kinase PKM (Homo sapiens), P14618. AID 1631, 2009. purified PKM2, Kinase-Glo ATP luminescence, activation; response scale: 0% is enzyme alone, no compound. hit rate 0.34% among 260,000; further: potency means the concentration at half of the fitted maximal effect; on the % scale 0 is the no-effect control and ±100 the full control effect; nearly all actives have a fitted effect of over 55% in size
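ATP formation by purified human PK-M2, quantified via coupled luciferase luminescence after 1 h at room temperature with 0.1 mM ADP and 0.5 mM PEP final.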
NPC1 prom act: qHTS Assay for NPC1 Promoter Activators. Huh7 NPC1 promoter luciferase reporter, 24 h. Potency, µM (highest dose often 9.22 µM), without a hit: top-dose activation, hits mostly activators. AID 485313, 2010. hit rate 2.4% among 320,000;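 further: potency means the concentration at half of the fitted maximal effect; % of control where 0% means no effect; nearly all actives have a fitted effect of over 60% in size; reporter is driven by a mutant NPC1 promoter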
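NPC1 promoter–luciferase Huh7 cells; 24 h compound; luminescence.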
Gal4-VP16 FLuc: VP16 counterscreen qHTS for inhibitors of ROR gamma transcriptional activity | Potency, µM (highest dose often 53.6 µM), for the others: top-dose activity, negative = inhibition, hits mostly inhibitors | hit rate 3.5% among 310,000 | AID 2546, 2010 | Drosophila S2 Gal4-VP16 UAS-luciferase, luminescence, 20 h;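 further: Gal4-VP16 expression switched on by copper sulfate through the metallothionein promoter; potency means the concentration at half of the fitted maximal effect; on the % scale 0 is the no-effect control and ±100 the full control effect; nearly all actives have a fitted effect of over 50% in size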
KCNH2 3.1 block: qHTS for Inhibitors of KCHN2 3.1: Mutant qHTS; Potassium voltage-gated channel subfamily H member 2, brain isoform KCNH2 3.1 (human); U2OS KCNH2 3.1, thallium flux FluxOr; hits give low values; activity change, % (tested at about 1.8 µM); hit rate 0.95% among 340,000;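 active means maximum activity change below -70%; inconclusive means maximum activity change from -70% to -50%; inactive means maximum activity change above -50%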;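 further: thallium influx rate constant from kinetic fluorescence after stimulation buffer; on the % scale 0 is the no-effect control and ±100 the full control effect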
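Thallium flux via FluxOr fluorescence (Red40 quencher, 45 min loading) in U2OS cells virally expressing the KCNH2 3.1 isoform (1.77 x 10^8 /mL virus, overnight at 37 C). Rate constants from 2-min kinetic reads post-stimulation, normalised to positive and negative controls.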
Rab9 promoter act: qHTS Assay for Rab9 Promoter Activators; Huh7 Rab9 promoter-luciferase reporter, luminescence, 24 h; hit rate 2.8% among 320,000; Potency, µM (titrated, usually from 9.22 µM), inactives show at the highest dose activation, negative = inhibition, hits mostly activators; AID 485297, 2010; further: potency means the concentration at half of the fitted maximal effect; % of control where 0% means no effect; nearly all actives have a fitted effect of over 60% in size
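Stable Rab9-luc Huh7, 1500 cells/well, 2 h settle; cmpd in DMSO, 24 h, 37 °C/5% CO2; luciferase reagent 10 min RT; luminescence.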
Mito fusion act: qHTS Assay for Small Molecule Inhibitors of Mitochondrial Division or Activators of Mitochondrial Fusion; S. cerevisiae fusion-defective mutant growth rescue, CellTiterGlo 48 h; Potency, µM (series often up to 46.1 µM), without a hit: at the highest dose growth rescue (activation), usual class: activators; hit rate 0.23% among 320,000;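 further: potency means the concentration at half of the fitted maximal effect; % of control where 0% means no effect; nearly all actives have a fitted effect of over 45% in size; temperature-sensitive fusion mutants such as fzo1-1 at 37 °C on non-fermentable ethanol glycerol medium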
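Read-out: ATP-based luminescence (CellTiterGlo, 10 min ambient) reporting growth of fusion-defective ts yeast after 48 hours at 37C on glycerol/ethanol YPEG medium in the presence of compound.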
Menin MLL FP TR: qHTS Assay for Inhibitors Targeting the Menin-MLL Interaction in MLL Related Leukemias: Competition With Texas Red Labeled MLL-derived Mutant Peptide | hit rate 0.23% among 270,000 | Potency, µM (doses to about 61.6 µM), for inactives: at the highest dose FP activity change, negative = inhibition, most hits filed as inhibitors | O00255 | Menin + Texas Red MLL mutant peptide, fluorescence polarization; active means well fitted inhibition curve with a large enough effect in the polarisation, with a control signal flat, not every such curve was filed as active; inconclusive means small, poorly fitted or top-dose-only effect, or effect the other way, or a change in a side signal; inactive means no such curve, though single readings can be large or run the other way; the % refers to the polarisation; further: potency means the concentration at half of the fitted maximal effect; % of control where 0% means no effect; many of its hits are not listed in these tables
Target sequence (O00255 whole entry, looked up): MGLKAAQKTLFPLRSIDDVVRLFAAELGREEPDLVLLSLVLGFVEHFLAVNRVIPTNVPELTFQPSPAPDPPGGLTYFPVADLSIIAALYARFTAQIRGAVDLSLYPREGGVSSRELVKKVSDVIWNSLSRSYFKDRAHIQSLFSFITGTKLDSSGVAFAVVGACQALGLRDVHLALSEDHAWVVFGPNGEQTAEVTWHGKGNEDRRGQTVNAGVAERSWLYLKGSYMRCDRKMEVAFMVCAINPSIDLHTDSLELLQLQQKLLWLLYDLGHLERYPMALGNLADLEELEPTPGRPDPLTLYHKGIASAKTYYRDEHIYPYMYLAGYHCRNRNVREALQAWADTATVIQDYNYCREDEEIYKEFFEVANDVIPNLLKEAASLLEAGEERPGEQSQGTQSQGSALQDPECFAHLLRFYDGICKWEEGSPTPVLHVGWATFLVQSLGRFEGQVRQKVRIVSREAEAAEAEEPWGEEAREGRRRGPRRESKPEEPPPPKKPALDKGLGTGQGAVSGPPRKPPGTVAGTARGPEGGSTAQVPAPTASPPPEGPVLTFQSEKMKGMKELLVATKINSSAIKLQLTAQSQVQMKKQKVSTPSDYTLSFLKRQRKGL
FLuc modulator: qHTS profiling assay for firefly luciferase inhibitor/activator using purifed enzyme and Km concentrations of substrates (counterscreen for miR-21 project); purified FLuc, Km substrates, luminescence inhibition; Potency, µM (doses to about 57.5 µM), for inactives: at the highest dose activity change, negative = inhibition, hits mostly inhibitors; hit rate 6.9% among 360,000; AID 588342, 2011;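 further: potency means the concentration at half of the fitted maximal effect; plate controls were vehicle for no effect and reference inhibitor for full effect; nearly all actives have a fitted effect of over 55% in size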
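Biochemical qHTS of compounds, final roughly 60 µM downward over six points, against 10 nM purified firefly luciferase using Km concentrations of substrates (10 uM D-luciferin, 10 uM ATP) in Tris acetate pH 7.5 buffer; luminescence output.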
MBNL1 CUG block: qHTS Assay for Inhibitors of MBNL1-poly(CUG) RNA binding. Muscleblind-like protein 1 (Homo sapiens), Q9NR56. TR-FRET MBNL1-His/biotin-(CUG)12 binding, 665/545 ratio. Potency, µM (titrated, usually from 57.5 µM), without a hit: top-dose activity change, negative = inhibition, most hits filed as inhibitors. hit rate 0.036% among 280,000; active means well fitted inhibition curve with a large enough effect in the signal ratio, with a control signal flat, not every such curve was filed as active; inconclusive means small, poorly fitted or top-dose-only effect, or effect the other way, or a change in a side signal; inactive means no such curve, though single readings can be large or run the other way; the % refers to the signal ratio; further: potency means the concentration at half of the fitted maximal effect; on the % scale 0 is the no-effect control and ±100 the full control effect
Target sequence (Q9NR56 whole entry, looked up): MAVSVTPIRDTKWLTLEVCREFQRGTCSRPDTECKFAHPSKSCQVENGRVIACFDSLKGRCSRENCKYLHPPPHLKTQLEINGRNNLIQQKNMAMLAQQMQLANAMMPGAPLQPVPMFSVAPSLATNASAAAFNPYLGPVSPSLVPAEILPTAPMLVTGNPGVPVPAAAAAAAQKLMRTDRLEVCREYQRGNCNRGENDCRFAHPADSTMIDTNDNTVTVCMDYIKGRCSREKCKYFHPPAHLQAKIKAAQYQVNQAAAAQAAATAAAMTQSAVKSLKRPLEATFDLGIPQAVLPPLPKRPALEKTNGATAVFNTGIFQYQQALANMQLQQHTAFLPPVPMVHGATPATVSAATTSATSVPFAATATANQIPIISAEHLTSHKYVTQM
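Inhibition of protein-RNA binding appears as loss of TR-FRET between terbium anti-His antibody on MBNL1-His and streptavidin-XL665 on biotin-(CUG)12. Activity is normalized to buffer-only and uninhibited-complex controls.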
RORg inh: qHTS for inhibitors of ROR gamma transcriptional activity; Nuclear receptor ROR-gamma (Mus musculus), P51450; Drosophila S2 Gal4-RORgamma UAS-luciferase reporter, 20 h; Potency, µM (series often up to 53.6 µM), inactives show top-dose activity change, negative = inhibition, usual class: inhibitors; hit rate 5.4% among 310,000; AID 2551, 2010; further: potency means the concentration at half of the fitted maximal effect; on the % scale 0 is the no-effect control and ±100 the full control effect; nearly all actives have a fitted effect of over 60% in size
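Read-out: Photinus luciferase luminescence; inhibitors lower reporter signal. Insect Schneider cells with Gal4-ROR gamma fusion under metallothionein promoter, UAS reporter; 700 uM final copper sulfate induction, 20 hr, ambient temperature.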
ELG1 repair inh: qHTS screen for small molecules that inhibit ELG1-dependent DNA repair in human embryonic kidney (HEK293T) cells expressing luciferase-tagged ELG1; hit rate 2.3% among 330,000; AID 504467, 2011; Potency, µM (series often up to 46.1 µM), for inactives: at the top dose activity change, negative = inhibition, hits mostly inhibitors; HEK293T ELG1-luciferase reporter, luminescence, 16 h; DNA damage induced by 5-fluorouridine; further: potency means the concentration at half of the fitted maximal effect; on the % scale 0 is the no-effect control and ±100 the full control effect; nearly all actives have a fitted effect of over 55% in size
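Step one: seed 2,000 cells per well. Step two: pin-transfer compound or DMSO alongside 5-fluorouridine. Step three: incubate 16 hr, 37 °C, 5% CO2. Step four: add ONE-Glo, wait 30 min, read luminescence.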
Numbers without * were called inactive; ? = inconclusive; . = not tested or not shown; [ ] = dose if it differs, or a comment. Unless noted, the call rests on the fitted dose curve; in most records, active means well fitted curve in the direction sought with a large enough effect; inconclusive means small, poorly fitted or top-dose-only effect, or another doubt; inactive means no such curve, though single readings can be large; an effect the other way counts as inactive or inconclusive. A portion of the library, so the mix of outcomes need not match the whole.

The opening 3 compounds, ahead of the listing:
Below each SMILES – RORg inh | ELG1 repair inh | NPC1 prom act | Rab9 promoter act | PKM2 act | KCNH2 3.1 block | Mito fusion act | MBNL1 CUG block | Gal4-VP16 FLuc | FLuc modulator | Menin MLL FP TR
CC(C)[C@H](NC(=O)OC(C)(C)C)c1nnc(SCC(=O)Nc2ccc(Br)cc2)o1
→ 2.5µM* | 5% | 1% | -5% | -12% | -5 | 9% | -8% | 32µM* | -2% | 38%[activator]
Cn1cnc(S(=O)(=O)NCc2ccccc2)c1
→ -30% | -4% | -2% | -11% | -2% | -12 | -1% | -10% | -1% | -1% | -11%
COc1ccccc1CCn1c(N)c(C#N)c2nc3ccccc3nc21
→ 17% | ? | 0% | -2% | 3% | 5 | -6% | 26% | -30% | 0% | -15%

This part in full, previewed entries included:
Below each SMILES – RORg inh | ELG1 repair inh | NPC1 prom act | Rab9 promoter act | PKM2 act | KCNH2 3.1 block | Mito fusion act | MBNL1 CUG block | Gal4-VP16 FLuc | FLuc modulator | Menin MLL FP TR
CC(C)[C@H](NC(=O)OC(C)(C)C)c1nnc(SCC(=O)Nc2ccc(Br)cc2)o1
→ 2.5µM* | 5% | 1% | -5% | -12% | -5 | 9% | -8% | 32µM* | -2% | 38%[activator]
Cn1cnc(S(=O)(=O)NCc2ccccc2)c1
→ -30% | -4% | -2% | -11% | -2% | -12 | -1% | -10% | -1% | -1% | -11%
COc1ccccc1CCn1c(N)c(C#N)c2nc3ccccc3nc21
→ 17% | ? | 0% | -2% | 3% | 5 | -6% | 26% | -30% | 0% | -15%
CCOc1cc(N2CCOCC2)c(OCC)cc1NC(=O)COC(=O)c1ccccc1C
→ 14% | ? | -5% | -4% | -1% | -35 | -1% | -1% | 10% | 0% | -16%
Cc1ccc(S(=O)(=O)CCC(=O)NCCc2ccccc2)cc1
→ -14% | -3% | 0% | -6% | . | -4 | 22% | -2% | -5% | 5% | -7%
O=C(CN1CCN(S(=O)(=O)c2ccc(Cl)c(Cl)c2)CC1)N1CCCC1
→ . | 25% | -1% | -3% | . | 8 | 7% | . | . | 8% | .
NS(=O)(=O)c1ccc(NN=C2CCCCC2)c([N+](=O)[O-])c1
→ 11% | 19% | 0% | 1% | 5% | -4 | 2% | . | 6% | -16% | 3%
FC(F)(F)c1cnc(-n2cc[nH]c2=S)c(Cl)c1
→ -42% | -6% | -5% | -1% | -3% | . | 1% | 5% | -3% | 1% | -7%
CC(=O)c1sc(NC(=O)c2ccco2)nc1-c1ccccc1
→ ? | ? | ? | ? | 7% | 10 | 1% | 47%[activator] | 19% | 11µM* | 5%
COc1ccc(C)cc1NC(=O)CN1CCN(C/C=C/c2ccccc2)CC1
→ 10µM* | 21µM* | 5% | -8% | -22% | -102* | 15% | -1% | ? | 1% | ?
O=C(CSc1ncnc2c1oc1ccccc12)NCc1ccc(F)cc1
→ -33% | 1% | -5% | -2% | 3% | 7 | 1% | ? | -16% | 5% | 7%
CCC1=Nc2cc(C(=O)NCc3cccnc3)ccc2Sc2ccc(C)cc21
→ 2% | ? | -27% | -20% | ? | 10 | -4% | 12% | 2% | 3% | .
COc1cccc(-c2nn(C)c3sc(C(=O)NCCCN(C)Cc4ccccc4)cc23)c1
→ -27% | -18% | -3% | 3% | . | -4 | -10% | -6% | -2% | 0% | ?
Cc1ccc(CNC(=O)COC(=O)c2cnccn2)cc1
→ -14% | 7% | -2% | 0% | -5% | 16 | 1% | -15% | -9% | 5% | 29%
Cc1cc(Cl)c(S(=O)(=O)N2CCN(c3ccc(F)cc3)CC2)cc1OCC(N)=O
→ 0% | ? | -16% | -31%[inhibitor] | 3% | -20 | -1% | -11% | -19% | -3% | -4%
Cc1ccc(C(=O)NC(=S)NNC(=O)CCN2CCOCC2)cc1
→ 11µM* | ? | -6% | 0% | -1% | 15 | -2% | . | -13% | -1% | 12%
CC(=O)N1c2ccccc2C(C)(C)C2CCC(C)CC21 (stereo not given)
→ -18% | -3% | -3% | -1% | -2% | -21 | 5% | -3% | ? | 9% | -19%
CC(C)(C)C(=O)Nc1ccc(C(=O)Nc2cccnc2)cc1
→ 38% | ? | ? | 4µM* | 4% | 27 | 2% | 5% | 3% | 21µM* | -2%
Cc1ccc(S(=O)(=O)N2CCC(C)CC2)cc1[N+](=O)[O-]
→ 8% | -1% | -2% | -6% | 1% | 4 | 15% | 14% | -17% | 0% | 2%
CSCCC(NC(=O)c1ccccc1)C(=O)NCCc1ccccc1 (stereo not given)
→ -18% | -2% | 1% | 6% | 0% | -11 | 14% | -8% | -19% | 3% | -11%
CCc1noc(C)c1C(=O)N1CCCSC1=Nc1ccccc1OC
→ . | -7% | 1% | -6% | . | 1 | -2% | . | . | 5% | .
O=C(NC1CCCCC1)c1ccc2c(c1)OCCO2
→ -29% | ? | 1.4µM* | 3.2µM* | -3% | -9 | -10% | 2% | ? | 13µM* | 18%
Cc1ncc(CO)c(CO)c1O
→ 10%[16.9 µM] | 22% | -3% | -5% | . | -6 | 1% | . | -2%[17 µM] | 5% | 13%[24.8 µM]
COc1ccc(Cl)cc1NC(=O)CCCNC(=O)c1ccc(Cl)cc1
→ 3% | -14% | -7% | -1%[1.84 µM] | . | -5 | -5% | -9% | -4% | -4% | 2%
Cc1cccn2c(=O)c(C=O)c(N3CCCCC3)nc12
→ 1% | 17% | -2% | 11% | -1% | 18 | 5% | 3% | 1% | -3% | -6%
Cc1ccc(CN=Cc2[nH]c3ccc(Br)c(Cl)c3c2O)cc1
→ 13µM* | 1% | 3% | 2% | -1% | -15 | 6% | 4% | ? | -14% | -2%
CCN1C(=O)C(CC(=O)Nc2ccc(C)cc2C)Nc2cc(S(=O)(=O)N(C)C)ccc21 (stereo not given)
→ 13% | -15% | -4% | 2% | 4% | 5 | -3% | 4% | 7% | 1% | -1%
O=S(=O)(NCCc1ccccn1)c1cccs1
→ 3% | -3% | -1% | 1% | -9% | 3 | -1% | -11% | 4% | 2% | -6%
O=C(CSC1=Nc2ccccc2C2=NC(c3ccccc3)C(=O)N12)NC1CCCCC1 (stereo not given)
→ -11% | -11% | -2% | 2% | 3% | -6 | 0% | 2% | -4% | -3% | ?
CC(C)CNS(=O)(=O)c1cc(C(=O)OCC(=O)N2CCOCC2)c(Cl)cc1Cl
→ -32% | -2% | -5% | -5% | 4% | -14 | -8% | -6% | 11% | 1% | -13%

(further entries)
Below each SMILES – RORg inh | ELG1 repair inh | NPC1 prom act | Rab9 promoter act | PKM2 act | KCNH2 3.1 block | Mito fusion act | MBNL1 CUG block | Gal4-VP16 FLuc | FLuc modulator | Menin MLL FP TR
CCC(OC(=O)c1cccs1)C(=O)NCc1ccc2c(c1)OCO2 (stereo not given)
→ 26% | 7% | -2% | -10% | 6% | -2 | -1% | -1% | 14% | -1% | -3%
COc1cccc(C2N(c3ccccc3)CCN2c2ccccc2)c1OC
→ 27% | 1% | -1% | 10% | -3% | 13 | -1% | 7% | -3% | -2% | 23%
CCCCOC(=O)C(C)Sc1n[nH]c(=O)[nH]c1=O (stereo not given)
→ -8% | 2% | -4% | 2% | 1% | -16 | -4% | -9% | -11% | -1% | 0%
CC(NC(=O)COC(=O)c1ccc([N+](=O)[O-])s1)c1ccccc1 (stereo not given)
→ 11µM* | 19% | -1% | 0% | 5% | 1 | 5% | ? | -25% | 0% | -11%
